LMP1 NFkB inh: reduces LMP1-driven NF-kappaB luciferase signal; LMP1-induced NF-kappaB luciferase reporter cells, luminescence; inhibition, % at 12.5 µM; 350,000 compounds, 0.69% hits; AID 504558; in the data active = inhibition above about 41%;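 also: 0% = neutral control wells and 100% = reference inhibitor control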
MC4R ag barr: activates human MC4R beta-arrestin recruitment; P32245; U2OS MC4R beta-arrestin complementation, luminescence; percent of melanotan II response, DMSO zero; activation, % at 8.9 µM; 360,000 compounds, 0.98% hits;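 active = activation above a per-plate cutoff, the mean activation of sample wells on that plate plus 3 SD, cut at about 8% in these data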
NCOA2 inhibitor: inhibits human steroid receptor coactivator 2; Q15596; HEK293 GAL4-SRC2 luciferase reporter, luminescence; inhibition, % at 9 µM; 370,000 compounds, 0.17% hits; AID 651957;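 active = inhibition above the mean inhibition of all tested compounds plus 3 SD, set per campaign, cut at about 52% in these data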;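 also: 0% = DMSO treated cells and 100% = cells given Gossypol at 36 µM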
NCOA1 inh: inhibitors of human steroid receptor coactivator 1 (SRC1). AID 588354. 360,000 compounds, 0.12% hits. HEK293 GAL4-SRC1 luciferase reporter, luminescence. inhibition, % at 3.6 µM;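 active = inhibition above the campaign mean plus 3 SD, with each screening campaign given its own cutoff, cut at about 60% in these data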;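 also: 0% = DMSO treated cells and 100% = gossypol at 36 µM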
NOD2 RIPK2 PPI: inhibitors of human NOD2-RIPK2 interaction | O43353 | CHO BLA complementation NOD2-RIPK2, CCF4 ratio | inhibition, % at 4.98 µM | 360,000 compounds, 0.38% hits; in the data active = inhibition above about 21%;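 also: 0% = vehicle only and 100% = reference blocker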
ABHD5 PLIN5 PPI: inhibitors of human ABHD5-perilipin-5 interaction; inhibition, % at 4 µM; Split G. princeps luciferase complementation, luminescence, 4 h; 360,000 compounds, 0.78% hits;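 active = inhibition above the mean inhibition across every tested compound plus 3 SD, cut at about 22% in these data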;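 also: 0% = DMSO only wells and the 100% control is not disclosed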
TLR9-MyD88 inh: blocks human TLR9 binding to MyD88 | inhibition, % at 4.98 µM | CHO BLA complementation TLR9-MyD88, CCF4 FRET ratio | Q9NR96+Q99836 | 340,000 compounds, 0.21% hits | AID 504734;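 active = inhibition above the mean over all tested compounds plus 3 SD, cut at about 21% in these data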;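 also: 0% = DMSO only wells and 100% = clavulanate BLA inhibitor control wells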
COUP-TFII inh: NR2F2 (human) inhibition, primary screen. AID 686940. 370,000 compounds, 0.7% hits. HEK293T NGFI-A luciferase reporter, luminescence. inhibition, % at 8.6 µM;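 active = inhibition above a per-plate cutoff, mean inhibition of test wells between control levels plus 3 SD, cut at about 38% in these data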;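 also: cells cotransfected with COUP-TFII expression vector driving the NGFI-A reporter; 0% = median of COUP-TF2 test wells and 100% = reporter-only cells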
MC4R antagonist: blocks human MC4R cAMP signaling | MC4R-expressing cells, MTII-stimulated cAMP, LANCE TR-FRET | inhibition, % at 6.5 µM | 360,000 compounds, 0.48% hits | AID 540295;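 active = inhibition above its plate's cutoff, the mean of tested wells on that plate plus 3 SD, cut at about 29% in these data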;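 also: 0% = Melanotan II alone and 100% = Melanotan II plus saturating MCL0020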
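Material – human MC4R-expressing U2OS cells · Repeats – no replicates · Detection – TR-FRET with Eu-cAMP and labeled anti-cAMP, 671 nm · Times – compound 30 min, challenge 1 h, detection 1 h · Compound – single nominal compound dose of 6.5 µM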
NR5A2 inv ag: suppresses constitutive activity of human LRH-1; O00482; HEK293T StAR-luciferase reporter, LRH-1 transfected, 24 h; inhibition, % at 3.6 µM; 360,000 compounds, 0.13% hits;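 active = inhibition above the mean inhibition of all tested compounds plus 3 SD, cut at about 73% in these data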;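 also: 0% = DMSO wells and 100% = reporter-only cells lacking LRH-1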
NCOA3 inh: human NCOA3 inhibition; AID 588352; inhibition, % at 3.6 µM; HEK293 GAL4-SRC3 luciferase reporter, luminescence; 360,000 compounds, 0.17% hits; Q9Y6Q9;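 active = inhibition above a per-campaign cutoff, the mean of all compounds plus 3 SD, cut at about 60% in these data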;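 also: 0% = DMSO-treated cells and 100% = gossypol-treated cells at 36 µM; higher means less SRC3-driven luciferase light from the GAL4 reporter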
Target sequence (Q9Y6Q9 whole entry, looked up, the tested form may be a part): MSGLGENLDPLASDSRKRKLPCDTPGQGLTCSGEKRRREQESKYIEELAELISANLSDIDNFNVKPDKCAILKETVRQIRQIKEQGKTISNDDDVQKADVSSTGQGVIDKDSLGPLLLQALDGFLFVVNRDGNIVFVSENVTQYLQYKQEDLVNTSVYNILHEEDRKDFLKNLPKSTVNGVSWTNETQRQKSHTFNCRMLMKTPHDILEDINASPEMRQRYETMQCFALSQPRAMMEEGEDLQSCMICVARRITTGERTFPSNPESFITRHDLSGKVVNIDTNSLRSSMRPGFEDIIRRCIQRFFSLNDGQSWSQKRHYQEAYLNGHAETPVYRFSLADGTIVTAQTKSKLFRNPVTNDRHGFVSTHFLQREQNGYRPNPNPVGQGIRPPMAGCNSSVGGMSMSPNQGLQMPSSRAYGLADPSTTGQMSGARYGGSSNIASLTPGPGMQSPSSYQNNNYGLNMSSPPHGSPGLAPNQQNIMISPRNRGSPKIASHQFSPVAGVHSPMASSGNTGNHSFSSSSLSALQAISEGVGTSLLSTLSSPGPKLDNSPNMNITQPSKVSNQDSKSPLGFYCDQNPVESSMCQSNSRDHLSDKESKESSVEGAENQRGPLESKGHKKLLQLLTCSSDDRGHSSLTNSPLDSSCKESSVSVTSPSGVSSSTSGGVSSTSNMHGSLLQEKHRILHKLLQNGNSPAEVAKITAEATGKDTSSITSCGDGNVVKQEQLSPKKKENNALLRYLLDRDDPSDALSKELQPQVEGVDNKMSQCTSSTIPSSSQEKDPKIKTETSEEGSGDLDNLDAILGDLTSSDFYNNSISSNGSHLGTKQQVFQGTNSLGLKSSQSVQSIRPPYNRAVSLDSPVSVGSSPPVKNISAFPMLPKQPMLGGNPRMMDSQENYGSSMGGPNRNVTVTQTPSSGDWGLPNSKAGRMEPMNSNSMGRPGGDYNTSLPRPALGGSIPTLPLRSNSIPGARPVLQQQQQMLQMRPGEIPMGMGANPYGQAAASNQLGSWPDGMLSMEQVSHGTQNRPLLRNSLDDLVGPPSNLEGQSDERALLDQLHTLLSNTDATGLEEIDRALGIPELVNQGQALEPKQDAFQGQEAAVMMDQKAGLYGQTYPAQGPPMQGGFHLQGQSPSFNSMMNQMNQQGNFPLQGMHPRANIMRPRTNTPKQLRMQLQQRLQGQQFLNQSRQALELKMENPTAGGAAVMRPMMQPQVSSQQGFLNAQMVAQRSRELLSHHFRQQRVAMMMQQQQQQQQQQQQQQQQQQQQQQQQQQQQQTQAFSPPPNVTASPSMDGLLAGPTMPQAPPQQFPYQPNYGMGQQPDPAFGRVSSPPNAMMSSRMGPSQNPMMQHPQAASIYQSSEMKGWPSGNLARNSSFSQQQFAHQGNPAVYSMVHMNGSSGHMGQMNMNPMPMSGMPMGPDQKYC
Active calls of the source: *; · = no result given. Some of the compounds tested; count on the stated rates, not on these rows.

SMILES	LMP1 NFkB inh	MC4R ag barr	NCOA2 inhibitor	NCOA1 inh	NOD2 RIPK2 PPI	ABHD5 PLIN5 PPI	TLR9-MyD88 inh	COUP-TFII inh	MC4R antagonist	NR5A2 inv ag	NCOA3 inh
O=[N+]([O-])c1cccc(N/N=C/c2cc([N+](=O)[O-])ccc2O)c1	-25	11*	-12	-18	-1	16	6	11	-10	-2	-30
O=C(CSc1nnc(C2CCCCC2)n1-c1ccccc1)NCc1ccco1	-8	-0.5	6	-1	3	13	7	13	-4	-2	10
O=C(COC(=O)C1COc2ccccc2O1)NC1CCS(=O)(=O)C1 (stereo not given)	1	-0.8	0	-3	8	-2	-14	-10	7	7	1
Cc1cc(N2CCN(C)CC2)n2nc(-c3ccc(Cl)cc3)nc2n1	-8	-0.1	20	-4	-2	7	4	9	-1	2	1
CCCCCCC(C)n1[nH]c(=O)c2c(C)cc(C)nc21 (stereo not given)	4	0.2	5	-39	-5	-2	-2	9	11	-13	19
Cc1ccc(Cl)cc1NC(=S)N1CCCCCC1	3	-0.9	·	15	-15	-3	-1	·	2	12	11
CC(=O)Nc1cccc(NC(=O)c2ccccc2OCc2c(C)noc2C)c1	2	-0.9	-26	0	-6	13	3	2	5	9	1
CCN(CC)CCNc1nc(-c2ccco2)c2c(c1C#N)CC(C)(C)OC2	-1	-1.6	-1	-14	-3	2	1	-4	5	-12	15
Cn1cc(CN(CCCN2CCOCC2)C(=S)Nc2cccc(Cl)c2)c2ccccc21	5	0.6	15	11	-6	25*	-16	-3	10	16	30
CCOC(=O)c1ccc(NC(=O)[C@@H]2CCC(=O)N2C2OC(=O)c3c2ccc(OC)c3OC)cc1 (stereo not given in full)	·	-0.8	6	-10	-6	3	·	-42	-5	19	10
O=C(O)c1ccccc1C(=O)Nc1c(-c2ccccc2)nc2ccccn12	-1	-1.1	-5	5	7	6	-7	-31	-1	-1	-22
CC(Sc1nnnn1C)C(=O)NC1CCCc2ccccc21 (stereo not given)	-10	-2.5	2	-4	1	-1	1	-16	8	-8	-15
CCOc1ccccc1-c1c2cc(O)c(=O)cc-2oc2cc(O)c(O)cc12	9	-2.3	·	1	13	27*	16	·	-3	-8	-25
O=c1c(Cl)c(Nc2cccc(Cl)c2)cnn1-c1nc2ccccc2s1	-5	2.8	-19	-39	-5	-2	-9	3	13	-70	-6
O=C(CCN1CCCC1)c1cccs1	-9	-0.8	20	-17	-4	7	-17	-18	17	-12	-11
O=C(O)CC1(CC(=O)NCc2ccccn2)CCCCC1	5	0.9	11	-16	8	2	0	-17	3	-8	25
Cc1ccc(C)c(C(Nc2ccccc2)c2ccc3ccc(C)nc3c2O)c1 (stereo not given)	·	·	1	·	-3	2	·	4	·	24	·
O=C(Nc1ccc(S(=O)(=O)N2CCCC2)cc1)c1ccc([N+](=O)[O-])cc1	9	-0.7	-5	1	-6	-9	4	12	-3	-8	2
COc1ccc(/C=N/Nc2cc(C)nc(N3CCOCC3)n2)cc1	-5	-0.5	-3	-10	4	2	6	2	5	0	-3
O=C(COc1ccc(-n2cnnn2)cc1)N1CCN(c2ccc(F)cc2)CC1	8	-0.4	-13	10	3	-1	6	0	6	3	-2
Cc1ccc(S(=O)CCNC(=O)Cc2ccccc2)cc1 (stereo not given)	-2	-2.3	-36	-9	0	3	12	15	15	-16	-3
Cc1noc(C)c1C(=O)Nc1cccc2ncccc12	1	-1.0	2	-23	8	9	-2	2	6	-3	3
Cc1onc(-c2ccccc2Cl)c1C(=O)OCC(=O)Nc1cccc(S(=O)(=O)N2CCOCC2)c1	3	-0.7	-45	2	1	3	-7	2	5	7	0
O=C(CSc1nnc(-c2ccccc2Cl)o1)Oc1ccc(Br)cc1	-3	-0.4	8	-9	3	3	2	2	1	10	8
C[C@@H]1CN([C@@H](C)CO)S(=O)(=O)c2ccc(Br)cc2O[C@H]1CN(C)C(=O)C1CCC1	-4	-0.3	-12	-4	-4	0	-13	0	12	6	-5
COc1ccc(OC)c(CNC(=O)CCCn2ccc3cc(S(=O)(=O)N4CCCC4)ccc32)c1	6	2.9	0	8	-16	9	-4	11	1	5	-5
CN(C)CCN(C(=O)c1ccccc1Cl)c1nc2c(Cl)cccc2s1	-11	-0.1	-8	18	-2	18	6	-16	-12	10	19
CCCS(=O)(=O)N1CCN(Cc2ccc3c(c2)c2ccccc2n3CC)CC1	7	-1.3	11	-2	-1	8	-8	14	3	2	9
O=C(N/N=C/c1cn[nH]c1-c1ccccc1)c1ccco1	-7	0.7	-34	-43	-9	6	20	-36	-6	-63	-26
S=C1NC[C@H](Cc2ccccc2)N1CC1CCN(CCCC2CCCC2)CC1	1	3.6	9	18	8	4	-3	13	63*	-11	12
COc1cc(/C=C2/C(=N)N3C=CSC3=NC2=O)ccc1OCCOc1ccc(NC(C)=O)cc1	-12	0.6	-38	-15	3	2	-10	-9	7	6	0
CCN(CC)c1ccc(CC(=O)NC(C)Cc2ccccc2)cc1 (stereo not given)	0	3.2	-12	-13	6	6	-6	1	9	-24	-10
O=C(Nc1ccc([N+](=O)[O-])cn1)C1CC1	-4	1.2	-4	-3	-14	-8	10	0	7	3	17
O=S(=O)(c1ccc(Cl)cc1)N1CCCC1c1nc2ccccc2s1 (stereo not given)	1	1.8	-3	-5	6	-6	12	0	-3	-5	-4
O=C(c1ccc(Cl)s1)N1CCN(c2ncccn2)CC1	7	-0.1	-3	-17	-2	-5	-7	0	1	2	8
OC(c1cccc(Cl)c1)c1nc(-c2ccc3c(c2)OCO3)cs1 (stereo not given)	·	-0.4	-20	-2	-10	-5	·	6	-5	37	-19
CCCNC(=O)C12CCC(C)(C(=O)O1)C2(C)C (stereo not given)	·	-1.4	-1	-14	-6	9	·	14	8	2	9
Cc1cccc(Oc2ccc(NC(=O)C3=CC=CN4CCS(=O)(=O)N=C34)cc2)c1	3	-4.0	-31	-4	3	-5	8	10	5	0	-5
O=C(O)C(Cc1c[nH]c2ccccc12)NS(=O)(=O)c1ccc2ccccc2c1 (stereo not given)	0	0.4	-2	-7	-6	0	-5	-5	7	20	-2
COCCN(C(=O)COC(=O)C12CC3CC(CC(C3)C1)C2)c1c(N)n(Cc2ccccc2)c(=O)[nH]c1=O	1	-2.4	-24	-10	5	4	-1	7	-7	13	-1
Cc1ccc(S(=O)(=O)N2CCN(C(=O)c3n[nH]c4ccccc34)CC2)cc1	-5	-0.7	-6	-7	4	-2	-13	6	-3	-10	5
Cc1cc(C(=O)Nc2cccnc2)no1	-4	0.1	·	-6	-2	-1	-1	·	0	-10	13
O=C(NCCc1c[nH]c2ccccc12)c1cccc(S(=O)(=O)Nc2ccccc2Cl)c1	-2	-1.0	-12	0	-4	-8	-2	2	1	2	-11
CC(C)(C)C(=O)CC(=O)Nc1ccc(Cl)c(N)c1	-6	0.8	-14	-45	-12	-5	5	-31	16	-68	-36
COCCNC(=S)N1CCN(Cc2cccc(OC)c2)CC1	1	-2.3	-29	0	-6	1	-7	0	-2	-5	15
COc1ccc(C(=O)C[n+]2ccc(C)cc2)cc1	-3	-1.0	-1	-5	-3	1	2	0	14	15	-24
COCCCn1c(SCC(=O)Nc2cccc(C)n2)nnc1-c1ccco1	5	0.1	5	-3	-8	-3	3	2	0	-5	2
CC1CCN(C(=O)Cn2cnc3c2c(=O)n(C)c(=O)n3C)c2ccccc2S1 (stereo not given)	-4	-1.6	15	17	-17	11	0	1	0	1	17
CC1(NC(=O)Cc2csc(-c3ccc(Cl)cc3)n2)CCS(=O)(=O)C1 (stereo not given)	-1	-0.7	-11	-13	0	4	1	9	5	29	1
C=CCc1c(C)nc2c(C)cccc2c1SC(=N)N	17	0.6	-23	5	-12	-4	1	16	-10	5	2

Next section
SMILES	LMP1 NFkB inh	MC4R ag barr	NCOA2 inhibitor	NCOA1 inh	NOD2 RIPK2 PPI	ABHD5 PLIN5 PPI	TLR9-MyD88 inh	COUP-TFII inh	MC4R antagonist	NR5A2 inv ag	NCOA3 inh
O=C(CCN1C(=O)c2ccccc2C1=O)Nc1ccccc1C(=O)N1CCOCC1	7	0.1	-1	12	4	-1	4	1	-6	4	8
O=C(NC1CCCCC1)C(c1ccc(O)cc1)N(CC1CCCO1)C(=O)C1COc2ccccc2O1 (stereo not given)	8	-2.9	-6	20	6	-3	0	18	8	2	6
CCn1cc(C(=O)NCCCN2CCCC(C)C2)c(=O)c2cc(S(=O)(=O)N3CCOCC3)ccc21 (stereo not given)	-3	1.6	0	-16	-6	2	1	-8	10	-17	-20
COc1ccc(NC(=S)Nc2ccc(N(C)C(C)=O)cc2)cc1	2	-2.1	15	2	-2	-1	-5	-8	4	5	9
Cn1c(=O)[nH]c(=O)c2c1nc(NC1CCCC1)n2Cc1ccccc1	6	0.1	-5	-19	7	6	2	21	7	-6	-16
O=C(NCCCN1CCCCC1)c1ccc2c(c1)NC(=O)C(N1CCCCC1)S2 (stereo not given)	-5	-1.2	-6	-12	-10	-1	-5	-18	1	-14	11
O=C(O)Cn1cnc2ccccc2c1=O	-4	-0.7	-16	-6	1	1	3	-27	-4	-14	18
COc1ccc(COc2cc(-c3cccc(OC)c3)nc3ccc(NC(=O)c4ccccc4)cc23)cc1	3	-0.1	-19	-15	-3	-1	7	-27	2	10	-8
CC(=O)COc1ccc(-c2csnn2)cc1	1	-2.3	-9	-32	-3	-2	-3	0	11	-24	-19
CCN(CC)CCNC(=O)C(C)c1nn(C)c(=O)c2ccccc12 (stereo not given)	-2	-1.4	-44	1	-10	-4	-3	-7	-1	3	22
COc1ccc(CC(NC(C)=O)C(=O)N2CCN(C(=O)Nc3ccc(Cl)cc3)CC2)cc1OC (stereo not given)	-5	-2.0	0	-11	3	6	3	4	3	0	-13
O=C1c2ccccc2S(=O)(=O)N1CC(O)Cn1c2ccccc2c2ccccc21 (stereo not given)	2	0.8	1	-4	3	18	-1	-8	-11	1	17
CCN(CC)CCn1c2c(c(SCC(=O)Nc3ccc(C(C)C)cc3)nc1=O)CCCC2	-7	-1.9	-17	11	-8	8	4	-8	5	9	0
CCCn1c(N)c(C(=O)CSc2nc(C)cs2)c(=O)[nH]c1=O	7	-0.2	-16	2	-5	9	-3	0	2	12	-1
Cc1cc2c(=O)[nH]cnc2s1	-4	-0.9	11	2	-3	2	-6	13	-6	-3	5

Source: PubChem BioAssay (several laboratories)
